Assay outcomes from PubChem.
Insulin prom up: insulin promoter activators in MIN6 cells, imaging, high-content screening, mouse beta cells | MIN6 insulin promoter-GFP reporter; active compounds read high | z-score at 5 µM | AID 1625, 2009 | 190,000 compounds, 0.3% hits;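 active means z-score above 3 at 5 µM with at least 500 cells counted in the well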
Yfh1-off respiration: enhancers of respiration in Yfh1-depleted yeast, dose response, Friedreich's ataxia, plus single-dose screen (AID 1465) | S. cerevisiae Yfh1-off respiration, WST-1 reduction, 72 h; higher fold induction means a stronger effect | fold induction at 50 µM; hits with a dose series show EC50 in µM | 220,000 compounds, 0.074% hits;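 active means fold induction of absorbance versus untreated yeast above a set limit, then at least 30% activation at any dose in follow-up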;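 further: activators that raise dye reduction in frataxin-depleted yeast; strong numbers were not always called active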
AID2073: inhibitors of Mint1-CaV2.2 protein interaction, biochemical, HTRF (AID 2073). Voltage-dependent N-type calcium channel subunit alpha-1B (Homo sapiens). HTRF protein-protein interaction, Mint1-CaV2.2; higher % means a stronger effect. inhibition, % at 20 µM; hits with a dose series show IC50 in µM. 290,000 compounds, 0.19% hits; in the data active means inhibition mostly above about 51%, no sharp cut-off; further: some results filed as inactive read as strong as hits
Autophagy HCS: autophagy modulators in MEF cells, primary screen, imaging, high-content, MEF GFP-LC3; MEF GFP-LC3 puncta imaging; test concentration mostly 10 µM; calls only at 10 µM (by protocol); 190,000 compounds, 0.98% hits; AID 463193, 2010;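 active means percentage of spot-positive cells more than 3 SD above its plate mean, without a fluorescence outlier flag or 80% toxicity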;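 further: spot-positive cell cutoff set from DMSO-treated cells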
MT stabilize HCS: microtubule stabilizers in HeLa cells, primary screen, imaging, high-content imaging; % tubulin-high responders, % at 10 µM; HeLa tubulin immunostaining HCS, 24 h; share of cells brighter than vehicle mean+2SD; 200,000 compounds, 0.83% hits;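 active means plate Z-score above 3 for both tubulin-high and condensed-nucleus cell shares, with cell loss under 80%, at 10 µM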;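 further: anti alpha tubulin signal scored within the nucleus-defined area of each cell; some results filed as inactive read as strong as hits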
WT yeast gro inh: growth inhibition of WT strain, primary screen, mitochondrial fusion inhibitor project, WT and mutant strains, chemical genetic. mitochondrial fusion phenotypic screen. inhibition, % at 10 µM. 190,000 compounds, 2.1% hits; in the data active means inhibition above about 58%; tested in S. cerevisiae
HIV fusion peptide: inhibitors of HIV fusion peptide binding, primary screen, biochemical, uHTS, fluorescence dequenching (AID 1986) | cell-free peptide binding, fluorescence dequenching, 30 min; higher % means a stronger effect | inhibition, % at 20 µM, or IC50 in µM where a hit was titrated | 290,000 compounds, 0.3% hits; in the data active means inhibition mostly above about 52%, no sharp cut-off; inactive means mostly below about 76%; further: some results filed as inactive read as strong as hits
Dynein transport: inhibitors of GR-EGFP nuclear translocation, primary screen, dynein cargo transport inhibitor project, imaging, high-content, 3617.4 mouse cells. test concentration mostly 20 µM; stimulated with dexamethasone, 1 µM; active compounds read low. z-score, hits read low. 220,000 compounds, 0.47% hits. AID 1381, 2008;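 active means plate z-score of nuclear minus cytoplasmic receptor signal below a set negative limit, without overly bright fluorescence or cell loss, cut at about -3.5 in these data, passing the limit was not always enough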;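 further: z-score of nuclear minus cytoplasmic ring GR-EGFP intensity difference per well; some compounds called inactive have numbers as strong as hits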
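Buffer or medium: tet-free, stripped-serum medium; reagent: dexamethasone at 1.0 µM final, 30 min; incubation: 48 h induction, 1 h compound, 30 min dex at 37 °C; measured by: formaldehyde fixation, Hoechst nuclear stain, 10x automated fluorescence imaging; read-out: nuclear-to-cytoplasmic GR-EGFP distribution per well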
b-catenin transl: modulators of beta-catenin nuclear translocation, primary screen, imaging, HeLa cells, immunofluorescence, high-content | nuclear translocation activity, % at 5 µM | 190,000 compounds, 0.3% hits;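 active means nuclear translocation activity above 50% at 5 µM, with a well cell count of 50 or more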;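 further: per-cell ratio of nuclear to cytoplasmic median beta-catenin stain intensity; plate controls were DMSO negative control for no effect and GSK-3 inhibitor IX positive control for full effect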
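Test system: human HeLa cells, native beta-catenin. Compound dosing: 5 µM primary single dose, 0.1% DMSO, 0.02–20 µM confirmation series. Incubation: compound exposure 24 h at 37°C. Detection: beta-catenin immunostaining with DAPI counterstain, 20x imaging, 6 fields/well. Read-out basis: Nuclear/cytoplasmic beta-catenin signal ratio, % activation.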
WT yeast gro inh mutant strain: second read-out of WT yeast gro inh, no call of its own (marks repeat the call); inhibition, %; mitochondrial fusion phenotypic screen, mutant strain inhibition
Dynein transport cytoplasmic EGFP: recorded beside Dynein transport, whose call it bears; z-score; measured here: cytoplasmic GR-EGFP intensity; active compounds read high
Dynein transport nuclear GR-EGFP: second read-out of Dynein transport, no call of its own (marks repeat the call); z-score; measured here: nuclear GR-EGFP intensity;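 lower value marks the stronger effect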
Dynein transport cell count: further read-out of Dynein transport, marked with its call; z-score; measured here: cell count per field
Insulin prom up cell count: also measured in Insulin prom up; calls as there; cell count; measured here: cytotoxicity, nuclei count;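 total cells summed across four imaged fields per well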
b-catenin transl cell count 5 µM: second read-out of b-catenin transl, no call of its own (marks repeat the call); cell count; measured here: cell count, cytotoxicity flag
MT stabilize HCS Hoechst-high %: also measured in MT stabilize HCS; calls as there; % Hoechst-high responders; measured here: nuclear condensation Hoechst responders;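 share of cells brighter than vehicle mean plus two SD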
MT stabilize HCS cytotoxicity %: second read-out of MT stabilize HCS, no call of its own (marks repeat the call); toxicity, %; measured here: cytotoxicity by cell density;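 0% = mean cell density of plate MIN control wells and 100% = no cells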
Autophagy HCS cell loss 18 h: also measured in Autophagy HCS; calls as there; toxicity, %; measured here: cell loss, nuclei count;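 cell loss after 18 h compound exposure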
Starred values were filed as active, the others as inactive; i = inactive; . = not tested or not shown; + = active, no number. An unsorted share of the library; 4.2% or so of the library scored in one or more.

SMILES	Insulin prom up	Insulin prom up cell count	Yfh1-off respiration	AID2073	Autophagy HCS	Autophagy HCS cell loss 18 h	MT stabilize HCS	MT stabilize HCS Hoechst-high %	MT stabilize HCS cytotoxicity %	WT yeast gro inh	WT yeast gro inh mutant strain	HIV fusion peptide	Dynein transport	Dynein transport cytoplasmic EGFP	Dynein transport nuclear GR-EGFP	Dynein transport cell count	b-catenin transl	b-catenin transl cell count 5 µM
O=C(Nc1ccccc1C(=O)NCc1ccco1)Nc1cccc2ccccc12	0.29	1662	i	-4%	i	1	2.8	1.1	6.4	-59	-10	1.6%	-0.52	-0.38	-0.25	0.31	-1.3	1015
Cc1ccc(N(C(=O)c2cccs2)C2C=CS(=O)(=O)C2)cc1 (stereo not drawn)	0.67	887	i	-3%	i	2	9.1	2.4	7.5	8	-6	-2.7%	-0.83	-0.18	-0.21	-0.22	.	.
COc1ccc(CNC(=S)N/N=C/c2ccncc2)cc1	0.07	1347	i	-8%	i	2	1.9	2.8	6.7	35	15	-2.1%	-0.77	-0.051	-0.24	1.1	0.3	972
Cc1ccc(CNC(=O)c2oc3ccc(S(=O)(=O)N4CCOCC4)cc3c2C)cc1	-1.1	692	i	1%	i	15	2.4	2.2	6.0	45	20	0.1%	-0.75	0.33	-0.0077	0.49	-0.4	1257
CCN(CC)c1ccc(C(=O)OCC(=O)c2ccco2)cc1	0.35	1071	i	-5%	i	3	3.4	1.9	7.5	13	1	1.4%	0.12	-0.15	0.58	-0.82	-0.5	1168
O=C(CSc1ncnc2[nH]ncc12)Nc1cccc(Oc2ccccc2)c1	0.23	1275	i	10%	i	6	5.1	2.1	7.8	31	27	-0.8%	-0.64	-0.24	0.031	0.76	-2.1	1106
CCc1ccccc1N1C[C@@]23C=C[C@@H](O2)C(C(=O)OCC(C)C)[C@H]3C1=O (stereo partly drawn)	-0.87	980	i	1%	i	-6	3.5	1.1	7.0	60*	16*	-1.4%	-0.89	-0.19	-0.2	0.44	3.5	1138
COc1ccc(CCNC(=O)COC(=O)c2cnc(C)cn2)cc1	0.04	1428	i	3%	i	4	2.5	1.8	4.5	20	-6	0.6%	0.96	-0.091	-0.57	0.28	-2.2	1363
COC(=O)c1ccc(NC(=O)CN2CCN(c3ccc(Cl)cc3)CC2)cc1	1.7	1717	i	6%	+	-6.5*	3.4	2.4	5.9	-10	-22	-3.6%	-0.062	-0.14	0.82	-0.13	0.9	985
COc1ccc(C(CC(=O)O)NC(=O)COc2ccccc2)cc1 (stereo not drawn)	.	.	i	-3%	i	-5	3.7	1.4	4.2	5	12	0.4%	-0.85	-0.067	0.11	1.3	-0.9	587
CCN1CCN(S(=O)(=O)c2ccc(Oc3ccccc3OC)cc2)CC1	-0.77	1515	i	-3%	i	-8	3.5	3.1	7.0	-5	0	-1.1%	-0.32	-0.35	0.43	0.41	-4.7	1060
COc1ccccc1C(=O)NC(=O)Nc1nc(-c2ccccc2)cc(C(F)(F)F)n1	-1.3	802	i	24%	.	.	.	.	.	.	.	0.2%	-0.72	-0.24	0.38	0.35	0.4	1382

Next part, starting with the last four of the part before.
SMILES	Insulin prom up	Insulin prom up cell count	Yfh1-off respiration	AID2073	Autophagy HCS	Autophagy HCS cell loss 18 h	MT stabilize HCS	MT stabilize HCS Hoechst-high %	MT stabilize HCS cytotoxicity %	WT yeast gro inh	WT yeast gro inh mutant strain	HIV fusion peptide	Dynein transport	Dynein transport cytoplasmic EGFP	Dynein transport nuclear GR-EGFP	Dynein transport cell count	b-catenin transl	b-catenin transl cell count 5 µM
COC(=O)c1ccc(NC(=O)CN2CCN(c3ccc(Cl)cc3)CC2)cc1	1.7	1717	i	6%	+	-6.5*	3.4	2.4	5.9	-10	-22	-3.6%	-0.062	-0.14	0.82	-0.13	0.9	985
COc1ccc(C(CC(=O)O)NC(=O)COc2ccccc2)cc1 (stereo not drawn)	.	.	i	-3%	i	-5	3.7	1.4	4.2	5	12	0.4%	-0.85	-0.067	0.11	1.3	-0.9	587
CCN1CCN(S(=O)(=O)c2ccc(Oc3ccccc3OC)cc2)CC1	-0.77	1515	i	-3%	i	-8	3.5	3.1	7.0	-5	0	-1.1%	-0.32	-0.35	0.43	0.41	-4.7	1060
COc1ccccc1C(=O)NC(=O)Nc1nc(-c2ccccc2)cc(C(F)(F)F)n1	-1.3	802	i	24%	.	.	.	.	.	.	.	0.2%	-0.72	-0.24	0.38	0.35	0.4	1382
CC(=O)/C=C(\C)Nc1c(C)n(C)n(-c2ccccc2)c1=O	-0.09	1264	i	-3%	i	-10	2.0	2.9	9.8	-3	-9	-0.9%	0.42	-0.12	0.28	-1.3	0.3	1065
Cc1cc(C)n2nc(SCC(=O)Nc3c(C)nn(-c4ccccc4)c3C)nc2n1	0.7	826	i	1%	i	-1	2.7	3.5	4.0	1	-8	7.5%	0.89	-0.29	0.5	0.048	-3.3	1082
O=C1c2ccccc2NC2CCCCC12 (stereo not drawn)	.	.	i	5%	i	-5	1.3	1.6	8.3	13	12	5.3%	-0.55	-0.099	-0.37	-0.31	-2.5	1022
C/C(=N\NC(=O)CSc1nc2ccccc2o1)c1ccc(O)cc1	0.32	1588	i	10%	i	-3	3.4	2.6	6.1	-1	2	-3.5%	-0.41	-0.38	0.26	0.23	-3.8	1105
O=C(COc1nncc2ccccc12)Nc1c(F)c(F)c(F)c(F)c1F	0.48	1451	i	5%	i	-12	2.0	2.8	6.1	12	9	0.7%	-1.3	-0.096	-0.96	0.33	-1.9	1037
CC1=CC(c2ccc(Cl)cc2)n2nc(NC(=O)CCC(=O)O)nc2N1 (stereo not drawn)	0.03	1138	i	28%	.	.	.	.	.	.	.	7.3%	-0.44	-0.28	0.26	0.15	-1.6	1351
COc1ccc(C2c3ccc(O)cc3Oc3ncn(CCCO)c(=N)c32)cc1 (stereo not drawn)	-0.13	1111	i	11%	.	.	.	.	.	.	.	2.9%	1.3	-0.17	0.58	-1.5	1.1	1362
O=C(c1ccc2nc(N3CCCCC3)sc2c1)N1CCN(Cc2ccc3c(c2)OCO3)CC1	.	.	i	-5%	i	-1	3.7	2.1	3.1	2	6	-2.3%	0.064	-0.16	0.15	0.36	-2.6	1153
CCOc1ccc(NC(=O)c2nsc(Cl)c2Cl)cc1	-0.1	1585	i	8%	+	11*	3.0	1.5	3.6	-15	-10	-1.0%	0.97	-0.21	0.89	0.0073	-0.8	929
COc1ccc(N2C(=O)C3CCCN3C2c2cc(OC)c(OC)cc2OC)cc1 (stereo not drawn)	-0.25	717	i	1%	i	9	2.3	3.3	3.0	-6	2	0.5%	0.53	-0.26	0.34	-0.021	-0.1	1135
CCCc1nc(NC(C)=O)c(C#N)c(-c2ccco2)c1CC	-0.48	915	i	14%	i	-3	5.1	2.4	6.9	18	12	3.4%	-1.3	-0.23	-0.56	1.2	-7.5	998
O=C(O)c1cc(-c2cc3ccccc3o2)nn1-c1ccccc1	0.25	1238	i	24%	i	-4	1.6	1.5	12	6	8	10%	0.51	-0.24	0.17	-0.74	-4.1	1104
CC(=O)Nc1ccc(C(=O)CSc2nccc(=O)[nH]2)cc1	.	.	i	-12%	i	1	2.6	2.1	6.7	9	1	-0.8%	0.22	-0.092	0.26	0.13	0.0	1141
Cn1c(N)c(C(=O)COC(=O)c2cc(C(F)(F)F)nc3ccccc23)c(=O)n(C)c1=O	.	.	.	-5%	i	-34	2.9	3.8	11	5	-23	0.9%	0.094	-0.18	0.35	0.6	.	.
O=c1[nH]cnc2c1C(c1ccccc1[N+](=O)[O-])c1c(nc[nH]c1=O)O2	1.1	802	i	-4%	i	-2	2.6	1.5	6.9	-8	4	0.2%	-0.75	-0.11	-0.27	0.29	-0.3	1219
NC(=O)CN1C(=O)C(O)(CC(=O)/C=C\C=C\c2ccccc2)c2ccccc21 (stereo not drawn)	2.2	1136	i	1%	i	2	2.4	2.9	3.6	-12	-11	-1.4%	-1.1	-0.17	-0.68	0.91	.	.
O=C1c2ccccc2-c2nnc(-c3ccccc3)cc21	-0.3	1492	i	-6%	i	-1	1.8	1.2	1.3	31	35	-1.6%	3.1	-0.12	1.8	-1.9	-0.2	1355
COc1cccc(-n2c(=S)[nH]c3c(oc4ccccc43)c2=O)c1	-0.18	1289	i	28%	i	10	5.9	1.6	5.9	10	-6	4.7%	-1.2	-0.21	0.04	2	-1.3	1067
COC(=O)COc1ccc(Oc2cc(C)nc(SC)n2)nn1	.	.	i	5%	i	-5	2.3	1.6	3.9	19	18	0.7%	0.43	-0.2	0.18	-0.61	.	.
COCCCNCCOCCOc1ccccc1-c1ccccc1	-0.19	1363	i	10%	i	5	3.5	2.8	11	-7	-12	-2.7%	0.21	0.15	-0.24	-0.13	0.0	952
O=[N+]([O-])c1ccccc1/C=N/Nc1nnc(-c2ccccc2)c(-c2ccccc2)n1	-0.3	1539	i	11%	i	-3	2.6	2.1	11	6	-2	-4.7%	0.26	-0.22	0.26	0.61	2.3	1058
CC(C)C(=O)NCCSc1c[nH]c2ccccc12	1.2	1858	i	0%	i	6	2.4	2.7	8.3	-11	2	1.7%	0.64	-0.14	0.46	-0.67	-1.1	1155
